Compound activity from PubChem BioAssay.
GLP1R ag: activates the human GLP-1 receptor | HEK293 GLP-1R CRE-luciferase, luminescence, 4-6 h; cells express a hypersensitive GLP-1R form | Potency, µM (series often up to 45.6 µM), inactives show top-dose activation, hits mostly activators | 380,000 compounds, 0.007% hits | AID 624172; further: % of control where 0% means no effect
Target sequence (P43220 whole entry, looked up): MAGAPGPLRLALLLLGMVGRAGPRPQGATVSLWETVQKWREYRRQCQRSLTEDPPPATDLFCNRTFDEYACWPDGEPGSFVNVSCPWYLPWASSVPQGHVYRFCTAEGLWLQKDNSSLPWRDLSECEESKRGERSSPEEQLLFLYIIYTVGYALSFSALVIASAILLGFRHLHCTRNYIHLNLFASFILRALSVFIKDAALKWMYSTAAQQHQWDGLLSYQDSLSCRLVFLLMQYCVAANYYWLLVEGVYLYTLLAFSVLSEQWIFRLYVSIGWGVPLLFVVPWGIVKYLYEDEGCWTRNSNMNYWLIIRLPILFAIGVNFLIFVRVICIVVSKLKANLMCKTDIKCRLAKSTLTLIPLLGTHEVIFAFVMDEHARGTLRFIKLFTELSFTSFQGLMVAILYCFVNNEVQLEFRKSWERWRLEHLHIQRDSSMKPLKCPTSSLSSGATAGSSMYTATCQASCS
KB-3-1 tox: KB-3-1 parental cell cytotoxicity; AID 1347075; Potency, µM (titrated, usually from 46.1 µM), for inactives: at the highest dose activity change, negative = cytotoxic, actives largely listed as cytotoxic; 400,000 compounds, 1.4% hits; KB-3-1 viability, CellTiter-Glo ATP luminescence, 72 h; further: on the % scale 0 is the no-effect control and ±100 the full control effect; nearly all actives have a fitted effect of over 60% in size
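Parental KB-3-1 viability, qHTS format: 72 h compound exposure, 37 °C; CellTiter-Glo; media-only wells and DMSO plates as controls; concentration-effect fits on corrected data.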
HT1080 IDH1KD tx: HT-1080 IDH1 knockdown cell toxicity (counter line). HT-1080 IDH1 knockdown viability, ATP luminescence, 48 h. Potency, µM (doses to about 46.1 µM), for inactives: top-dose activity, negative = toxicity, usual class: cytotoxic. 360,000 compounds, 2% hits. AID 686971;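 further: 0% = DMSO wells and -100% = cell-free medium wells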
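Knockdown cells (IDH1KD HT-1080) received compounds 2 h after plating at 750 cells/well and were kept 48 h at 37 °C in 5% FBS RPMI. A CellTiter-Glo luminescence read gave % activity for curve fitting.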
GLP1R cytotox: cytotoxicity in counter-screen for GLP-1R inverse agonists; Potency, µM (doses to about 38.3 µM), for the others: at the highest dose activity change, negative = inhibition, hits mostly inhibitors; AID 624418; 410,000 compounds, 0.13% hits; HEK293 cAMP-luciferase reporter cells, luminescence, 24 h;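 further: loss of luciferase light is scored as toxicity; on the % scale 0 is the no-effect control and ±100 the full control effect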
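Step one: seed cells (200 cells/uL, DMEM with 10% Nu serum, 1% pen-strep). Step two: 12-hour incubation at 37 deg C. Step three: pin 23 nL compound, incubate 24 hr. Step four: add luciferase reagent, read luminescence 12 min later.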
TDP-43 yeast inh: rescues yeast growth from TDP-43 toxicity | 410,000 compounds, 1.8% hits | AID 652104 | TDP-43 expressing yeast growth rescue, BacTiter-Glo, 24 h | Potency, µM (highest dose often 46.1 µM), without a hit: at the top dose growth rescue (activation), usual class: activators; further: % of control where 0% means no effect; nearly all actives have a fitted effect of over 50% in size
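Cell-based yeast growth screen: TDP-43 expression induced in galactose, inoculum OD600=0.02 after raffinose pregrowth to mid-log. Read-out BacTiter-Glo luminescence at 24 hr, 30 deg C; inhibition of toxicity seen as signal increase.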
GLP-1R inv ag: acts as inverse agonist at human GLP-1 receptor; Potency, µM (doses to about 38.3 µM), for the others: at the top dose activity change, negative = inhibition, usual class: inhibitors; AID 624417; P43220; 410,000 compounds, 1.6% hits; HEK293 GLP-1R CRE-luciferase, luminescence, 24 h; GLP-1R form is constitutively active; further: on the % scale 0 is the no-effect control and ±100 the full control effect; nearly all actives have a fitted effect of over 55% in size
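HEK293 cells stably co-expressing a cAMP-responsive luciferase reporter and constitutively active GLP-1R were seeded, incubated 12 h, then exposed to compounds for 24 h at 37 C. Luminescence was read 12 min after detection reagent; inverse agonists lower signal.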
SW480 rereplic: inducers of DNA re-replication in SW480 colon cancer cells. SW480 DNA re-replication, Hoechst DNA content imaging, 48 h. Potency, µM (top dose mostly 46.1 µM), without a hit: at the highest dose re-replication activation, hits mostly activators. 340,000 compounds, 1.8% hits; further: % of control where 0% means no effect; nearly all actives have a fitted effect of over 55% in size
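Image-based read-out: total Hoechst fluorescence of nuclei (405 nm excitation, 500-530 nm emission), with hits raising the fraction of high-intensity nuclei. SW480 colon cells incubated 48 hr with compounds at 37 C.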
HT1080-NT tox: kills 2HG-producing HT-1080-NT fibrosarcoma cells. HT-1080-NT fibrosarcoma viability, CellTiter-Glo ATP luminescence, 48 h. Potency, µM (highest dose often 46.1 µM), for the others: at the highest dose activity, negative = less viability, most hits filed as cytotoxic. 360,000 compounds, 1.6% hits. AID 686970;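 further: NT is the 2HG producing partner of a matched IDH1 knockdown line; 0% = DMSO-treated cells and -100% = media-only wells without cells; nearly all actives have a fitted effect of over 55% in size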
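HT-1080-NT; 750 cells/well; 5% FBS RPMI; 48 h compound, 37 degrees C; CellTiter-Glo luminescence; curve fitting and curve-class assignment.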
KB-V1 cytotox: kills drug-selected multidrug resistant KB-V1 cells; KB-V1 MDR cells viability, CellTiter-Glo, 72 h; Potency, µM (doses to about 46.1 µM), without a hit: top-dose activity change, negative = cytotoxicity, usual class: cytotoxic; 400,000 compounds, 3.4% hits; AID 1347076; further: on the % scale 0 is the no-effect control and ±100 the full control effect; nearly all actives have a fitted effect of over 60% in size
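qHTS viability screen in drug-selected KB-V1 MDR cells: 72 h compound treatment at 37 degrees C, ATP luminescence end point.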
The depositor's hits bear a star; [ ] = another dose, or the depositor's remark. The call rests on the fitted dose curve; in most records, active means well fitted curve in the direction sought with a large enough effect; inconclusive means small, poorly fitted or top-dose-only effect, or another doubt; inactive means no such curve, though single readings can be large; an effect the other way counts as inactive or inconclusive. Potency means the concentration at half of the fitted maximal effect.

Screening Cc1ccc(S(=O)(=O)N2CCC(C(=O)OCCOc3cccc(C)c3)CC2)cc1 returned GLP1R ag 0%, KB-3-1 tox 3%, HT1080 IDH1KD tx 7%, GLP1R cytotox 1%, TDP-43 yeast inh 20%, GLP-1R inv ag 11%, SW480 rereplic 7%, HT1080-NT tox -7% and KB-V1 cytotox inconclusive.
`CC(NC(=O)[C@@H](NC(=O)[C@@H]1Cc2ccccc2CN1)C(C)C)c1ccccc1` (some centres not stated) gave GLP1R ag 2%, KB-3-1 tox -1%, HT1080 IDH1KD tx -1%, GLP1R cytotox 2%, TDP-43 yeast inh -6%, GLP-1R inv ag -8%, SW480 rereplic 3%, HT1080-NT tox -7% and KB-V1 cytotox -21%.
Screening Brc1cccc(CN2CCCCCC2)c1 returned GLP1R ag -7%, KB-3-1 tox 17%, HT1080 IDH1KD tx 14%, GLP1R cytotox 4%, TDP-43 yeast inh 9%, GLP-1R inv ag -11%, SW480 rereplic -9%, HT1080-NT tox 4% and KB-V1 cytotox inconclusive.
For COc1ccccc1-c1cc2nc(NCCc3ccc(S(N)(=O)=O)cc3)ccn2n1 the results were GLP1R ag 21%, KB-3-1 tox 0%, HT1080 IDH1KD tx -2%, GLP1R cytotox -12%, TDP-43 yeast inh inconclusive, GLP-1R inv ag 10%, HT1080-NT tox -3% and KB-V1 cytotox 1%.
Screening O=C1[C@H](Cc2ccccc2)NCC=CC[C@H](c2ccc(Cl)cc2)N1Cc1ccc(Cl)cc1 returned GLP1R ag 7%, KB-3-1 tox inconclusive, HT1080 IDH1KD tx inconclusive, GLP1R cytotox 3%, TDP-43 yeast inh 1%, GLP-1R inv ag inconclusive, SW480 rereplic -14%, HT1080-NT tox inconclusive and KB-V1 cytotox inconclusive.
`COc1ccc(-c2noc(CSc3nc(-c4ccccc4)cc(=O)[nH]3)n2)cc1` gave GLP1R ag 0%, KB-3-1 tox -11%, HT1080 IDH1KD tx 3%, GLP1R cytotox -1%, TDP-43 yeast inh -4%, GLP-1R inv ag 10%, SW480 rereplic -20%, HT1080-NT tox 7% and KB-V1 cytotox 15%.
For COC(C[C@@H]1O[C@@H]1C(=O)[C@@H](C)OCc1ccccc1)OC the results were GLP1R ag -4%, KB-3-1 tox 8%, HT1080 IDH1KD tx 3%, GLP1R cytotox 1%, TDP-43 yeast inh 1%, GLP-1R inv ag 1%, SW480 rereplic -64%[inhibitor][9.22 µM], HT1080-NT tox 18% and KB-V1 cytotox -4%.
Screening Cc1ccc(N2C(=O)CCSC23C(=O)Nc2ccccc23)cc1 (configuration not stated) returned GLP1R ag -2%, KB-3-1 tox inconclusive, HT1080 IDH1KD tx -19%, GLP1R cytotox 1%, TDP-43 yeast inh 22%, GLP-1R inv ag 0%, SW480 rereplic 1%, HT1080-NT tox -14% and KB-V1 cytotox inconclusive.
For Cc1cc(=O)[nH]c(Nc2ccc(N(C)C)cc2)n1 the results were GLP1R ag -1%, KB-3-1 tox -2%, HT1080 IDH1KD tx 8%, GLP1R cytotox -11%, TDP-43 yeast inh 10%, GLP-1R inv ag 12%, SW480 rereplic 5%, HT1080-NT tox 12% and KB-V1 cytotox inconclusive.
For Cc1ccc2c(=O)cc(C(=O)Nc3nc4ccc(Cl)cc4s3)oc2c1C the results were KB-3-1 tox inconclusive, GLP1R cytotox -8%, TDP-43 yeast inh 6%, GLP-1R inv ag -5% and KB-V1 cytotox 3%.
`CCCC12CN3CC(C)(CN(C1)C3c1ccc(CC)cc1)C2=O` (configuration not stated) gave KB-3-1 tox 0%, GLP1R cytotox -21%, TDP-43 yeast inh -10%, GLP-1R inv ag 10% and KB-V1 cytotox -23%.
Screening COc1ccc(CCNc2nc(-c3ccccc3OC)cc(C(F)(F)F)n2)cc1OC returned GLP1R ag 3%, KB-3-1 tox 0%, GLP1R cytotox 15%, TDP-43 yeast inh 3%, GLP-1R inv ag 3.5µM* and KB-V1 cytotox -8%.
Screening CCOC(=O)COc1cc([N+](=O)[O-])cc2cccnc12 returned GLP1R ag 12%, KB-3-1 tox 15%, HT1080 IDH1KD tx -1%, GLP1R cytotox -9%, TDP-43 yeast inh -3%[0.397 µM], GLP-1R inv ag 7%, SW480 rereplic -5%, HT1080-NT tox 2% and KB-V1 cytotox inconclusive.
`O=C(CC1C(=O)N(Cc2ccccc2)C(=S)N1CCN1CCOCC1)Nc1ccc(F)cc1` (configuration not stated) gave GLP1R ag 2%, KB-3-1 tox -6%, HT1080 IDH1KD tx -28%, GLP1R cytotox -2%, TDP-43 yeast inh 5%, GLP-1R inv ag inconclusive, SW480 rereplic -4%, HT1080-NT tox inconclusive and KB-V1 cytotox inconclusive.
Screening N#Cc1ccc(COC(=O)c2cccnc2Cl)cc1 returned GLP1R ag 26%, KB-3-1 tox 14%, HT1080 IDH1KD tx 17%, GLP1R cytotox inconclusive, TDP-43 yeast inh 24%, GLP-1R inv ag 16%, SW480 rereplic 3%, HT1080-NT tox 15% and KB-V1 cytotox 2%.
Screening CCOC(=O)c1c(NC(=O)CN2CCOCC2)sc(C(=O)NC)c1C returned GLP1R ag 2%, KB-3-1 tox -1%, HT1080 IDH1KD tx -10%, GLP1R cytotox 1%, TDP-43 yeast inh 0%, GLP-1R inv ag 50%[activator], SW480 rereplic -9%, HT1080-NT tox 0% and KB-V1 cytotox -7%.
`CCOC(=O)c1cccc(NC(=O)CSc2nc3ccccc3c(=O)n2CC)c1` gave GLP1R ag 2%, KB-3-1 tox 11%, HT1080 IDH1KD tx -3%, GLP1R cytotox 15%, TDP-43 yeast inh 6%, GLP-1R inv ag 0%, SW480 rereplic -8%, HT1080-NT tox 19% and KB-V1 cytotox 2.3µM*.
COc1ccccc1N1N=C(c2ccc([N+](=O)[O-])cc2)CC1c1ccccc1 (configuration not stated) was read as GLP1R ag -4%, KB-3-1 tox -11%, HT1080 IDH1KD tx -14%, GLP1R cytotox inconclusive, GLP-1R inv ag inconclusive, SW480 rereplic -79%[inhibitor][1.84 µM], HT1080-NT tox -20% and KB-V1 cytotox -3%.
Cc1cc(/C=N/Nc2nc(N3CCOCC3)nc(N3CCOCC3)n2)c(C)n1-c1ccccc1 was read as GLP1R ag 19%, KB-3-1 tox 7%, HT1080 IDH1KD tx -6%, GLP1R cytotox 5%[7.66 µM], TDP-43 yeast inh 13%[9.22 µM], GLP-1R inv ag -12%[7.66 µM], SW480 rereplic 0%, HT1080-NT tox inconclusive and KB-V1 cytotox 15%.
CCC(=O)Nc1ccc2oc(-c3ccccc3Br)nc2c1 was read as GLP1R ag 1%, KB-3-1 tox -7%, HT1080 IDH1KD tx -5%, GLP1R cytotox -16%, TDP-43 yeast inh -7%, GLP-1R inv ag 4%, SW480 rereplic -4%, HT1080-NT tox -4% and KB-V1 cytotox 0%.
COc1cc(/C=C/C(=O)OCC(=O)N2CCN(C(=O)c3ccco3)CC2)ccc1O was read as GLP1R ag -3%, KB-3-1 tox 10%, HT1080 IDH1KD tx 0%, GLP1R cytotox 21%, TDP-43 yeast inh 10%, GLP-1R inv ag 6%, SW480 rereplic -10%, HT1080-NT tox 7% and KB-V1 cytotox -2%.
COc1ccc(/C=C/C(=O)Nc2cccc(S(=O)(=O)NC3=NCCCCC3)c2)cc1 was read as GLP1R ag 0%, KB-3-1 tox inconclusive, HT1080 IDH1KD tx -1%, GLP1R cytotox 4%, TDP-43 yeast inh 5%, GLP-1R inv ag 8%, SW480 rereplic 17%, HT1080-NT tox -1% and KB-V1 cytotox inconclusive.
`CC(=O)Nc1ccc(CN2CCN(Cc3ccc(F)c(F)c3)C(CCO)C2)cc1` (configuration not stated) gave GLP1R ag 0%, KB-3-1 tox -3%, HT1080 IDH1KD tx -14%, GLP1R cytotox 1%, TDP-43 yeast inh -3%, GLP-1R inv ag -26%, SW480 rereplic -126%[inhibitor], HT1080-NT tox -27% and KB-V1 cytotox 0%.
Screening COc1cccc(C(=O)/C=C/Nc2cccc(O)c2)c1 returned GLP1R ag -21%, KB-3-1 tox -1%, HT1080 IDH1KD tx inconclusive, GLP1R cytotox 5%, TDP-43 yeast inh -21%, GLP-1R inv ag inconclusive, SW480 rereplic -5%, HT1080-NT tox -25% and KB-V1 cytotox inconclusive.
COC(=O)c1ccccc1NC(=O)CC#N was read as GLP1R ag -5%, KB-3-1 tox 11%, HT1080 IDH1KD tx 8%, GLP1R cytotox 9%, TDP-43 yeast inh 6%, GLP-1R inv ag 19%, SW480 rereplic -1%, HT1080-NT tox 7% and KB-V1 cytotox 1%.
For Cc1ccc(SCCC(=O)NCCSCc2ccco2)cc1 the results were GLP1R ag 5%, KB-3-1 tox 4%, HT1080 IDH1KD tx 14%, GLP1R cytotox 10%, TDP-43 yeast inh -24%[0.397 µM], GLP-1R inv ag inconclusive, SW480 rereplic -5%, HT1080-NT tox 11% and KB-V1 cytotox 0%.
`Cn1cc(SCC(=O)N2CCCc3ccccc32)c2ccccc21` gave GLP1R ag -5%, KB-3-1 tox -12%, HT1080 IDH1KD tx -11%, GLP1R cytotox 1%, TDP-43 yeast inh inconclusive, GLP-1R inv ag inconclusive, SW480 rereplic -4%, HT1080-NT tox 0% and KB-V1 cytotox -27%.
COc1ccc(C2C=C(c3ccccc3)Nc3nc(CCCO)nn32)cc1 (configuration not stated) was read as GLP1R ag -2%, KB-3-1 tox -13%, HT1080 IDH1KD tx 9%, TDP-43 yeast inh 19%, GLP-1R inv ag 50%[activator], SW480 rereplic 0%, HT1080-NT tox 0% and KB-V1 cytotox -13%.

Two records picked at random from the list so far, as already listed:
Screening COc1ccc(CCNc2nc(-c3ccccc3OC)cc(C(F)(F)F)n2)cc1OC returned GLP1R ag 3%, KB-3-1 tox 0%, GLP1R cytotox 15%, TDP-43 yeast inh 3%, GLP-1R inv ag 3.5µM* and KB-V1 cytotox -8%.
COc1ccccc1N1N=C(c2ccc([N+](=O)[O-])cc2)CC1c1ccccc1 (configuration not stated) was read as GLP1R ag -4%, KB-3-1 tox -11%, HT1080 IDH1KD tx -14%, GLP1R cytotox inconclusive, GLP-1R inv ag inconclusive, SW480 rereplic -79%[inhibitor][1.84 µM], HT1080-NT tox -20% and KB-V1 cytotox -3%.
